CHRM4 PAM = potentiates acetylcholine response at human M4 receptor; 360,000 tested, 0.4% active; activation, % at 3 µM; CHO-K1 hM4/Gqi5, Fluo-8 calcium fluorescence, ACh EC20; 0% = ACh EC20, 100% = maximal ACh; AID 624126;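 active means activation above its plate's cutoff, the mean activation of sample wells plus 3 SD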; further: some results filed as inactive read as strong as hits
Target sequence (P08173 whole entry, looked up): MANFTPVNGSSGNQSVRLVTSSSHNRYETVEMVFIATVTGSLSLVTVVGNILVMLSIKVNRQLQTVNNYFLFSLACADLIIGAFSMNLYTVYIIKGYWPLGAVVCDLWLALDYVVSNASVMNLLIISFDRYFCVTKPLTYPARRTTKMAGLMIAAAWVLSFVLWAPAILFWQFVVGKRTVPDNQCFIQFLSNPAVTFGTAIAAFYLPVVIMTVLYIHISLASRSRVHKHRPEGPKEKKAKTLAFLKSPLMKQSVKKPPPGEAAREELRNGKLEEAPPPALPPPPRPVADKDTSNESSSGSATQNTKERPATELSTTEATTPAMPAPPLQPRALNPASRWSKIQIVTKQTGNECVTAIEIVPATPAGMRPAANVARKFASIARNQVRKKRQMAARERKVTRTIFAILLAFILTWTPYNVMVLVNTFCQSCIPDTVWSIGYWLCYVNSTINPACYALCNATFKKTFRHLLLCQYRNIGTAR
CRFR2-BP antag = blocks CRF-induced signaling of the CRF-BP/CRF-R2 complex | HEK293 CRF-R2/CRF-BP, CRF-induced calcium fluorescence | inhibition, % at 11.8 µM | 350,000 tested, 0.59% active;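 active means inhibition of the ligand-induced calcium signal above about 50% at the single tested concentration, limit read from the data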
TAAR1 antagonist = antagonists of human TAAR1; inhibition, % at 3 µM; CHO RD-HGA16 TAAR1, Fluo-8 calcium fluorescence, antagonist; Q96RJ0; 360,000 tested, 1.5% active;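 active means inhibition above a per-plate cutoff, the mean inhibition of test compounds on that plate plus 3 SD, cut at about 49% in these data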;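 further: 0% = DMSO plus EC80 beta-PEA response and 100% = DMSO alone without agonist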
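Assay system: RD-HGA16 CHO cells with stable hTAAR1 and Gα16 / Reagent: EC80 β-phenethylamine stimulus / Doses: 3 µM, single point / Timing: dye loading 75 min at 37 °C, then 30 min room temperature / Measured by: Fluo-8 intracellular calcium dye fluorescence, real-time kinetic reads / Controls: vehicle wells and EC80 agonist wells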
CRFR2-BP ag = agonists of human CRF-binding protein/CRF-R2 receptor complex; HEK293 CRF-R2/CRF-BP, calcium dye fluorescence (FLIPR); percent of saturating CRF peptide response; activation, % at 13.2 µM; 350,000 tested, 0.46% active;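 active means activation of at least 50%, plus an integration ratio under a set limit after plate pattern correction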;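 further: plate controls were neutral control wells without compound for no effect and CRF at EC100 for full effect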
CHRM5 agonist = CHRM5 agonism in calcium assay. activation, % at 3 µM. 360,000 tested, 0.19% active. CHO-K1 hM5 cells, Fluo-8 calcium fluorescence; 0% DMSO wells, 100% maximal acetylcholine response. AID 624037;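 active means activation above the run's mean over test compounds plus 3 SD, cut at about 23% in these data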;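 further: signal is peak over basal fluorescence ratio across the kinetic read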
Target sequence (P08912 whole entry, looked up): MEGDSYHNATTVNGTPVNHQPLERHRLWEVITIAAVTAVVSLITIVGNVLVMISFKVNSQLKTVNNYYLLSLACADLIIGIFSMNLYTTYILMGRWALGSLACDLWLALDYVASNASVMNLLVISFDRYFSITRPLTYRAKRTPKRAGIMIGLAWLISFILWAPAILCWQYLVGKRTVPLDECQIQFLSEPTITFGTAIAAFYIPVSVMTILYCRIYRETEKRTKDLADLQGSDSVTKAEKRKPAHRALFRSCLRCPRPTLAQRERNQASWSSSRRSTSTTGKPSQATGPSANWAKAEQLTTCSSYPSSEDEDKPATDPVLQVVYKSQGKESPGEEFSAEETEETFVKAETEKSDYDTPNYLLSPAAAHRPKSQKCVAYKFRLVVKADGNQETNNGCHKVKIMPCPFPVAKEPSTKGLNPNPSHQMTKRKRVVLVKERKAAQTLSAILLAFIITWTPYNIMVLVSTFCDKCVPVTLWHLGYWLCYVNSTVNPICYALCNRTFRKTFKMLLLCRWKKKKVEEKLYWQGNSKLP
CHRM5 antagonist = blocks acetylcholine activation of human M5 receptor. P08912. CHO-hM5 cells, Fluo-8 calcium fluorescence, ACh EC80. inhibition, % at 3 µM. 360,000 tested, 0.59% active;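 active means inhibition above a per-plate cutoff, the mean of that plate's test compounds plus 3 SD, cut at about 27% in these data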;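 further: 0% = acetylcholine EC80 with DMSO and 100% = DMSO without agonist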
M1 PAM parental = counter-screen for M1 PAMs: effect in parental CHO-K1 cells | ATP EC20, Fluo-8 calcium fluorescence; 0% at ATP EC20, 100% at ATP max | activation, % at 3 µM | 360,000 tested, 0.02% active;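 active means activation above the run cutoff, the mean activation of all test compounds plus 3 SD, cut at about 40% in these data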;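 further: peak over basal fluorescence ratio in a 140 s read after ATP addition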
CHRM5 PAM = CHRM5 positive allosteric modulation; P08912; CHO-K1 hM5, Fluo-8 calcium, ACh EC20 PAM; 0% = ACh EC20, 100% = ACh EC100; activation, % at 3 µM; 360,000 tested, 0.3% active; AID 624038;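 active means activation above the run cutoff, the mean activation of all test compounds plus 3 SD, cut at about 18% in these data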
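System – CHO-K1 hM5 cells · Compound – 3 µM, single dose · Incubation – compound preincubation 140 s before EC20 acetylcholine addition · Technique – Fluo-8 calcium fluorescence · Measure – Max/basal fluorescence ratio as % of EC20–EC100 ACh window · Benchmarks – low control EC20 acetylcholine (0%), high control EC100 acetylcholine (100%) · Replication – singlicate, one well per test compound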
TAAR1 ag = agonists of human TAAR1; Q96RJ0; CHO RD-HGA16 TAAR1, Fluo-8 calcium fluorescence; vehicle wells 0%, saturating PEA agonist 100%; activation, % at 3 µM; 360,000 tested, 0.99% active; AID 624467;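 active means activation above the mean activation of all test compounds in the run plus 3 SD, cut at about 38% in these data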
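Test system: RD-HGA16 (CHO) cells co-expressing Gα16 and hTAAR1 | Doses: Single dose, 3 µM | Schedule: 17-24 h seeding, 75 min 37 °C dye, 30 min RT | Evaluation: % activation from peak over basal fluorescence ratio, DMSO-to-PEA scaled | Technique: Kinetic Fluo-8 calcium fluorescence | Benchmarks: Low control DMSO, high control PEA (EC100)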
* = called active by the depositor; · = no result given.

SMILES	CHRM4 PAM	CRFR2-BP antag	TAAR1 antagonist	CRFR2-BP ag	CHRM5 agonist	CHRM5 antagonist	M1 PAM parental	CHRM5 PAM	TAAR1 ag
CCc1ccc(NC(=O)Nc2c(C)n(C)n(-c3ccccc3)c2=O)cc1	-4	29	4	-2.9	-4	0	-13	-4	4
CCOC(=O)Cn1c(-c2ccccc2)nc2ccccc2c1=O	-7	-18	11	-1.4	-3	16	-12	9	20
Cc1ccc(C(=O)OCC(=O)NC2CC2)cc1S(=O)(=O)N1CCOCC1	6	-7	-8	-0.1	-3	-3	12	4	2
CCn1c(CNc2ccc(OC)cc2)nnc1SCC(=O)c1ccc(OC)cc1	-3	7	15	-1.2	-9	0	3	-4	0
COc1cccc2sc(N(CCCN(C)C)C(=O)c3sc4ccccc4c3Cl)nc12	12	-61	9	9.7	-3	8	27	-13	31
COc1ccccc1NC(=O)c1ccc2c(c1)N(CC(=O)NC(C)(C)C)C(=O)C(C)(C)O2	-3	-8	-12	1.0	-2	5	22	2	1
CC(C)c1ccc(NC(=O)C(c2ccccc2)N(C)C(=O)CCc2c[nH]c3ccccc23)cc1 (stereo not drawn)	-3	0	6	-0.9	1	12	-21	-7	6
COc1ccc(S(=O)(=O)N2CCN(C(=O)c3ccco3)CC2)c(C)c1C	-3	6	3	-1.7	4	3	11	-5	1
COc1ccc(Cn2nnnc2C(c2cccnc2)N2CCN(c3ccc(O)cc3)CC2)cc1 (stereo not drawn)	1	2	-28	1.8	-1	0	19	2	1
O=C(NCC1CCCN1S(=O)(=O)c1ccccc1)c1cccc(Cl)c1 (stereo not drawn)	3	-1	-9	-0.6	-1	10	9	-5	2
COc1ccccc1NC(=O)CS(=O)(=O)c1cn(CC(=O)N2CCOCC2)c2ccccc12	-3	9	-8	-2.9	-2	11	24	-6	0
Cc1ccc(-c2nc(CN3CCCCC3CCN3CCCC3=O)c(C)o2)o1 (stereo not drawn)	-2	3	11	3.3	-2	-9	16	6	-1
O=C(O)CSc1ncn[nH]1	9	-4	3	-0.2	0	-1	8	0	0
COc1ccc(C2=Nc3ccccc3C2(O)CCN2C(=O)c3ccccc3C2=O)cc1 (stereo not drawn)	-5	67*	35	31	2	5	27	-2	8
Cc1nn(-c2ccccc2C(F)(F)F)c(=O)c2noc(C)c12	5	-2	2	-3.4	2	-4	24	6	0
CCOC(=O)c1cc(C(C)(C)C)n(CCCN2CCOCC2)c1C	1	0	-27	11	-6	23	17	-13	0
COc1cccc(CNC(=O)Cc2ccc(OC)c(S(=O)(=O)N3CCOCC3)c2)c1	11	2	-5	2.2	3	5	-3	0	0
COc1ccc(CNCc2cccc(Cl)c2)cc1	3	20	-26	-2.1	-6	-5	26	10	2
Cc1cc(S(=O)(=O)Nc2ccc(C(=O)NCC(c3ccco3)N3CCCC3)cc2)ccc1F (stereo not drawn)	-3	-5	-22	-1.1	-5	4	12	2	8
COc1ccc(NC(=O)CSc2cc(C)nc3c(-c4ccccc4)cnn23)cc1	13	-9	-14	1.9	2	12	-5	-6	0
COc1ccc(C2Nc3ccccc3C(=O)N2NS(C)(=O)=O)cc1 (stereo not drawn)	4	-20	-4	-1.1	0	-19	5	1	2
Cc1nn(-c2ccccc2)c(C)c1/C=N/NC(=O)CSc1nc2ccccc2c(=O)n1-c1ccccc1	0	-3	25	0.0	0	3	1	2	6
O=C(c1ccc2ccccc2c1)C1CCCN(C(=O)CCn2cnnn2)C1 (stereo not drawn)	4	-5	-13	-1.4	1	0	19	5	1
O=C(Nc1nnc(SCC(=O)N2CCOCC2)s1)c1ccccc1Cl	-1	9	12	1.9	2	-1	0	3	1
Cc1nn2cnc3sc4c(c3c2nc1=O)CCCC4	0	41	-4	9.1	-5	2	14	-2	-1
O=C(NC1CCCCC1)c1ccc(Cn2cc(Cl)cn2)cc1	0	6	0	0.6	-6	-4	7	-5	1
CCOC(=O)C(=O)C1=C(N2CCOCC2)/C(=C\c2cccc([N+](=O)[O-])c2)CC1	1	-2	10	0.6	0	-2	14	2	4
O=C1CC(N2CCN(c3ccc(F)cc3)CC2)C(=O)N1Cc1ccccc1 (stereo not drawn)	8	12	-20	3.7	1	-1	-1	1	7
Cc1cc(C(=O)OCC(=O)NCc2cccs2)ccc1[N+](=O)[O-]	-1	2	4	-0.9	3	-7	19	6	1
CSCC[C@H](NC(=O)[C@H](Cc1ccccc1)n1c(=O)[nH]c2ccccc2c1=O)C(=O)N1CCC[C@@H]1C(=O)O	5	-2	7	-0.5	0	1	3	1	0

An excerpt taken from the entries so far:
SMILES	CHRM4 PAM	CRFR2-BP antag	TAAR1 antagonist	CRFR2-BP ag	CHRM5 agonist	CHRM5 antagonist	M1 PAM parental	CHRM5 PAM	TAAR1 ag
CCOC(=O)C(=O)C1=C(N2CCOCC2)/C(=C\c2cccc([N+](=O)[O-])c2)CC1	1	-2	10	0.6	0	-2	14	2	4
O=C1CC(N2CCN(c3ccc(F)cc3)CC2)C(=O)N1Cc1ccccc1 (stereo not drawn)	8	12	-20	3.7	1	-1	-1	1	7
Cc1cc(C(=O)OCC(=O)NCc2cccs2)ccc1[N+](=O)[O-]	-1	2	4	-0.9	3	-7	19	6	1
CSCC[C@H](NC(=O)[C@H](Cc1ccccc1)n1c(=O)[nH]c2ccccc2c1=O)C(=O)N1CCC[C@@H]1C(=O)O	5	-2	7	-0.5	0	1	3	1	0

Later entries
SMILES	CHRM4 PAM	CRFR2-BP antag	TAAR1 antagonist	CRFR2-BP ag	CHRM5 agonist	CHRM5 antagonist	M1 PAM parental	CHRM5 PAM	TAAR1 ag
Cc1c(NC(=O)CSc2n[nH]c(=O)n2-c2ccccc2)c(=O)n(-c2ccccc2)n1C	6	11	12	0.2	-2	2	21	3	5
CCOC(=O)CCNC(=O)Nc1ccc2nc(C)n(Cc3ccc(Cl)cc3)c(=O)c2c1	-6	-2	1	0.0	1	4	-10	-3	1
N/C(=N\OC(=O)c1cc(Cl)ccc1Cl)c1ccncc1	6	-3	4	0.3	0	-6	-5	-1	8
COc1cc2oc(=O)cc(CN3CCCCC3)c2cc1Cl	14	·	-13	·	1	5	1	0	8
CC(Oc1cc2oc(=O)c3c(c2cc1Cl)CCC3)C(=O)NCCCn1ccnc1 (stereo not drawn)	14	4	-6	0.4	-6	-13	23	10	1
C=C(C)c1cccc(C(C)(C)NC(=O)NCC2COCCO2)c1 (stereo not drawn)	5	-9	3	-0.2	1	-8	0	4	2
CNS(=O)(=O)c1cc(C(=O)NCc2ccco2)ccc1Cl	5	-27	-1	5.9	-1	15	-4	1	2
COC(=O)NC(=C(Cl)Cl)S(=O)(=O)c1ccccc1	6	-16	1	7.5	-3	5	20	1	7
Cc1ccc2nc(N3CCN(Cc4nnnn4C4CCCC4)CC3)c(C#N)cc2c1	-3	15	-30	-0.3	-8	-3	9	-1	0
Cc1cc(C)c(C#N)c(N2CCN(CCOc3ccc(Cl)cc3)CC2)n1	-11	-17	57*	0.6	-2	16	17	-12	9
CC(=O)Nc1cc(-c2ccc(CO)cc2)cn2c(-c3cccc(C(F)(F)F)c3)cnc12	0	·	70*	·	0	11	-8	-4	13
O=C(O)c1ccc(N2CCOCC2)c(N2C(=O)C3C4C=CC(C4)C3C2=O)c1 (stereo not drawn)	3	7	-2	-1.4	-2	3	17	-3	6
Cc1ccc(-c2cc(C(=O)Nc3cccnc3)c3ccccc3n2)s1	-4	-7	-17	-0.2	2	9	18	-8	3
CC(=O)C1=C(C)NC2(O)c3ccccc3C(=O)C12O (stereo not drawn)	11	11	-15	-1.3	-2	-14	13	6	3
CCCn1nc(C(=O)Nc2ccc3c(c2)OCO3)c2ccccc2c1=O	7	8	-1	-3.1	-3	-1	-18	-11	-2
CCCNc1c(NS(=O)(=O)c2ccc(Cl)s2)c(=O)oc2ccccc12	-3	-10	-22	-0.2	-6	22	-12	-8	2
O=C(NC(=S)Nc1ccc(S(=O)(=O)Nc2nccs2)cc1)c1cccnc1	-1	-1	-3	-0.7	1	-6	20	0	5
CC(=O)Nc1cccc(NC(=O)c2cc(-c3cccnc3)nc3ccc(Br)cc23)c1	-12	-26	62*	3.4	6	16	-16	-18	21
Nc1nc(Nc2cccc(C(F)(F)F)c2)nc(C(F)(F)F)n1	4	7	-27	-4.4	-6	-12	9	0	-3
Cc1cccc(N(C(=O)CNC(=O)c2ccco2)C(C(=O)NC2CCCC2)c2ccncc2)c1 (stereo not drawn)	2	29	-7	-3.1	-5	5	17	-7	6
CCCNC(=O)N1c2ccccc2Sc2ccccc21	-9	-7	-27	-2.1	-20	15	17	-5	-2
COc1ccc(NC(=O)NC23CC4CC(CC(C4)C2)C3)cc1OC	3	-1	-3	-1.8	2	0	-7	-4	12
COc1cc2ccc(C(C)=O)cc2cc1OC	2	47	-13	2.5	0	-4	8	-2	5
COc1cc(-c2csc(CCn3nc(C)cc3C)n2)cc(OC)c1OC	2	-6	22	-1.1	0	2	5	-5	1
CCOC(=O)C[C@@H]1OC[C@H](Cc2ccccc2)N1S(=O)(=O)c1ccc(C)cc1	-8	·	-10	·	-6	-12	·	4	0

Part of the list above in order of count of non-hydrogen atoms, rising.
SMILES	CHRM4 PAM	CRFR2-BP antag	TAAR1 antagonist	CRFR2-BP ag	CHRM5 agonist	CHRM5 antagonist	M1 PAM parental	CHRM5 PAM	TAAR1 ag
Nc1nc(Nc2cccc(C(F)(F)F)c2)nc(C(F)(F)F)n1	4	7	-27	-4.4	-6	-12	9	0	-3
COc1ccc(NC(=O)NC23CC4CC(CC(C4)C2)C3)cc1OC	3	-1	-3	-1.8	2	0	-7	-4	12
CCCNc1c(NS(=O)(=O)c2ccc(Cl)s2)c(=O)oc2ccccc12	-3	-10	-22	-0.2	-6	22	-12	-8	2
O=C(NC(=S)Nc1ccc(S(=O)(=O)Nc2nccs2)cc1)c1cccnc1	-1	-1	-3	-0.7	1	-6	20	0	5

From PubChem BioAssay
